HKDC1 inh – HKDC1 hexokinase inhibitors, primary screen, biochemical, fluorescence, uHTS. Q2TB90. recombinant HKDC1, G6PDH/diaphorase resazurin coupled fluorescence. inhibition, % at 20 µM. 340,000 tested, 0.16% active. AID 493160, 2011;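 active = inhibition above about 35% when tested at 20 µM, limit read from the data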;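 note: plate controls were DMSO wells with enzyme for no effect and DMSO wells lacking enzyme for full effect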
Target sequence (Q2TB90 whole entry, looked up): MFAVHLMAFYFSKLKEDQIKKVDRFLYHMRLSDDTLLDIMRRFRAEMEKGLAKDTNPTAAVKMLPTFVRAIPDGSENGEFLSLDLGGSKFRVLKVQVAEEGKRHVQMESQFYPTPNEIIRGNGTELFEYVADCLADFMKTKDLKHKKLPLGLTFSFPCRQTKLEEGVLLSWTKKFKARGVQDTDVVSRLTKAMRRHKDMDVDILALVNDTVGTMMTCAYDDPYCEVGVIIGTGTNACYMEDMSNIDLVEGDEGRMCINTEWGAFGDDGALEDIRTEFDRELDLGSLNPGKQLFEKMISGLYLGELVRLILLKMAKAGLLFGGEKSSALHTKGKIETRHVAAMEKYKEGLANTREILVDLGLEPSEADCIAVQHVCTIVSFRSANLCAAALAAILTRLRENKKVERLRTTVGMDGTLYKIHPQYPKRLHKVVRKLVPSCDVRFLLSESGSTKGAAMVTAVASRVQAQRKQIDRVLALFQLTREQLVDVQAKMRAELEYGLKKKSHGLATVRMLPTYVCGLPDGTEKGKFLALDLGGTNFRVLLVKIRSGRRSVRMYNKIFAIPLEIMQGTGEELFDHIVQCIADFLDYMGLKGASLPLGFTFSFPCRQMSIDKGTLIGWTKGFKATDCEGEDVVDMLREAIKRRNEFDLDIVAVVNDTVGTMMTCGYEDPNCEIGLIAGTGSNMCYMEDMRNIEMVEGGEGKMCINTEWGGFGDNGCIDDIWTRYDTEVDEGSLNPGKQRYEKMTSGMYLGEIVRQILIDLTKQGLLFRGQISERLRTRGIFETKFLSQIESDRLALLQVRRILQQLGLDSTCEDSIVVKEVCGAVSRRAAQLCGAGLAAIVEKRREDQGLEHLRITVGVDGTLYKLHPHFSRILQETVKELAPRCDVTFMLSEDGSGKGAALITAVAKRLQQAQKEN
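System: Recombinant HKDC1 hexokinase | Amount: HKDC1 at 5 µg/mL | Reagent: Glucose with 1 mM ATP | Doses: Single 20 µM dose | Incubation: Reaction time 90 min, room temperature, protected from light | Signal: Coupled resazurin fluorescence, excitation 525 nm, emission 613 nm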
Apaf1 inhib – inhibitors of human Apaf-1 apoptosome, primary screen, biochemical, DEVD-Rh110 fluorescence, uHTS. Apoptotic protease-activating factor 1 (Homo sapiens), O14727. reconstituted apoptosome caspase-3 activity. inhibition, % at 20 µM. 330,000 tested, 0.71% active; active = inhibition of at least 40% at 20 µM;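 note: plate controls were DMSO wells for no effect and DEVD-CHO caspase inhibitor wells for full effect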
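Material: reconstituted apoptosome with Apaf-1, cytochrome c, caspase-9, procaspase-3, dATP. Technique: Rh110 fluorescence intensity. Buffer or medium: pH 7.5 Hepes buffer with CHAPS, BSA, DTT. Times: 30 min plus 50 min, RT.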
SENP7 inh – SENP7 protease inhibitors, primary screen, biochemical, luminescence, uHTS. Sentrin-specific protease 7 (Homo sapiens), Q9BQF6. recombinant SENP7, Z-RLRGG-aminoluciferin luminescence, 40 min. inhibition, % at 5 µM. 330,000 tested, 1.5% active;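 active = inhibition above about 50% at the single test dose, limit read from the data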;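 note: plate controls were DMSO with enzyme for no effect and no enzyme buffer wells for full effect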
SENP8 block-1 – human SENP8 protease inhibitors, primary screen, biochemical, fluorescence, Nedd8 protein substrate, uHTS | recombinant SENP8 | inhibition, % at 20 µM | AID 602440, 2012 | 360,000 tested, 0.64% active; in the data active = inhibition mostly above about 40%, no sharp cut-off; inactive = mostly below about 27%
Target sequence (Q96LD8 whole entry, looked up): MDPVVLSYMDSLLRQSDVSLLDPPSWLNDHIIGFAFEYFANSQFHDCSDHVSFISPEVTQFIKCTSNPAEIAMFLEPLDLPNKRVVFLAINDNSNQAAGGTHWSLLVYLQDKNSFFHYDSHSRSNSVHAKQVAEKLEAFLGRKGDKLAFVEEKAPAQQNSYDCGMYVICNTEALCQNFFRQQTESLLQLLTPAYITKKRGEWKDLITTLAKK
NALP3 yeast inh – NALP3 inflammasome inhibitors in reconstituted yeast, primary screen, luminescence, uHTS; AID 2825, 2010; Yeast reconstituted NLRP3/ASC/caspase-1, beta-gal luminescence, 24 h; 330,000 tested, 0.39% active; inhibition, % at 10 µM;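 active = inhibition of 50% or more; inactive = inhibition below 50%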;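 note: plate controls were induced DMSO wells for no effect and uninduced yeast grown without galactose for full effect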
SENP8 block-2 – SENP8 protease inhibitors, primary screen, biochemical, luminescence | Sentrin-specific protease 8 (Homo sapiens), Q96LD8 | purified SENP8, Z-RLRGG-aminoluciferin cleavage | inhibition, % at 10 µM | 330,000 tested, 1.2% active | AID 2540, 2010; in the data active = inhibition above about 50%
SENP6 inh – SENP6 protease inhibitors, primary screen, biochemical, luminescence, uHTS; Sentrin-specific protease 6 (Homo sapiens), Q9GZR1; Recombinant SENP6 catalytic domain, aminoluciferin luminescence; inhibition, % at 10 µM; 330,000 tested, 1.8% active;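 active = inhibition above about 50% at the single tested dose, limit read from the data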;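 note: plate controls were DMSO wells with enzyme for no effect and DMSO wells lacking enzyme for full effect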
SENP1 FRET inh – human SENP1 catalytic domain inhibitors, primary screen, biochemical, FRET, uHTS | recombinant SENP1 catalytic domain, CyPet-SUMO1-YPet FRET cleavage | inhibition, % at 10 µM | 360,000 tested, 0.21% active;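 active = inhibition at least 30% at 10 µM, raw YFP signal under a set limit, fluorescence ratio 0.5 to 1.5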;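 note: 0% = enzyme with DMSO and 100% = no enzyme wells; some results filed as inactive read as strong as hits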
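material = recombinant human SENP1 catalytic domain, His6-tagged | quantity = 20 pM enzyme | reagent = 25 nM SUMO1 FRET substrate | compound dosing = 10 µM single point, 0.5% DMSO | timing = 50 min enzyme reaction, room temperature, light-protected | detection = FRET, CFP and YFP emission | control set = no-enzyme low, enzyme-DMSO high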
PfGluPho inh – PfG6PD enzyme inhibitors, primary screen, biochemical, fluorescence intensity, uHTS; PfGluPho enzyme, NADPH resazurin-diaphorase fluorescence; inhibition, % at 20 µM; 350,000 tested, 0.78% active; glucose-6-phosphate dehydrogenase-6-phosphogluconolactonase (Plasmodium falciparum 3D7); AID 504690, 2011;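 active = inhibition reaching at least a set limit at 20 µM in the primary screen, cut at about 59% in these data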;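 note: 0% = DMSO wells with substrate and 100% = DMSO wells lacking glucose-6-phosphate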
The depositor's hits bear a star. Outcome played no part in choosing rows; about 4.1% have a hit in one of these screens.

Sample of the layout, 4 compounds:
SMILES	HKDC1 inh	Apaf1 inhib	SENP7 inh	SENP8 block-1	NALP3 yeast inh	SENP8 block-2	SENP6 inh	SENP1 FRET inh	PfGluPho inh
O=C(CN1C(=O)/C(=C\c2cccc(Br)c2)Oc2ccccc21)NCCCN1CCOCC1	0	27	-4	-385	-1	-11	3	1	11
O=C(Nc1ccc2c(c1)oc1ccccc12)c1ccc2c(c1)OCO2	-9	4	61*	-17	12	10	26	0	-15
CCOC(=O)C1CCCN(S(=O)(=O)NC[C@H]2O[C@@H](n3cnc4c(N)ncnc43)[C@H](O)[C@@H]2O)C1 (stereo partly drawn)	3	-15	-8	9	9	-8	0	1	-13
Cc1ccc(N2C(=O)C3C4C=CC(CC4)C3C2=O)c([N+](=O)[O-])c1 (stereo not drawn)	-2	6	-3	15	11	0	-3	2	-4

This part in full, previewed entries included:
SMILES	HKDC1 inh	Apaf1 inhib	SENP7 inh	SENP8 block-1	NALP3 yeast inh	SENP8 block-2	SENP6 inh	SENP1 FRET inh	PfGluPho inh
O=C(CN1C(=O)/C(=C\c2cccc(Br)c2)Oc2ccccc21)NCCCN1CCOCC1	0	27	-4	-385	-1	-11	3	1	11
O=C(Nc1ccc2c(c1)oc1ccccc12)c1ccc2c(c1)OCO2	-9	4	61*	-17	12	10	26	0	-15
CCOC(=O)C1CCCN(S(=O)(=O)NC[C@H]2O[C@@H](n3cnc4c(N)ncnc43)[C@H](O)[C@@H]2O)C1 (stereo partly drawn)	3	-15	-8	9	9	-8	0	1	-13
Cc1ccc(N2C(=O)C3C4C=CC(CC4)C3C2=O)c([N+](=O)[O-])c1 (stereo not drawn)	-2	6	-3	15	11	0	-3	2	-4
OCC1(CO)COC(c2ccccc2)=N1	-8	-7	-4	13	0	6	7	3	-17
Cc1sc2nc(SCC(=O)Nc3cccc(S(N)(=O)=O)c3)[nH]c(=O)c2c1C	4	-11	1	-16	-1	-3	-15	-5	40
COC(=O)c1ccc(CC(=O)c2c(C)cc(O)cc2O)o1	13	17	-3	36	13	-10	-3	2	36
NS(=O)(=O)c1ccc(CCNC(=O)CNC(=O)c2ccc(F)cc2)cc1	2	-1	0	12	8	3	-8	1	5
O=C(NCc1ccccc1CN1CCCC1)C1CCN(C(=O)c2ccc(F)cc2)CC1	-2	15	2	16	15	4	-2	-2	-7
O=C(CCN1C(=O)/C(=C/c2cccs2)SC1=S)Nc1ccccc1O	-5	15	7	23	11	-8	-17	7	-13
Cc1ccc(C(=O)CC(=O)c2ccc(C(C)(C)C)cc2)cc1	-14	-15	-3	9	-6	-7	-12	2	-15
CC(C)CN(C(=O)COC(=O)COc1ccc2ccccc2c1)c1c(N)n(Cc2ccccc2)c(=O)[nH]c1=O	-1	4	-3	-6	19	-5	-6	-1	-21
COc1cc(-c2cc(=O)c3c(O)c(OC)c(OC)cc3o2)cc(OC)c1O	9	-6	-3	39	7	-2	-5	2	21
Cc1cc(=O)c(C(=O)Nc2ccc(N3CCOCC3)cc2N2CCOCC2)nn1-c1ccccc1Cl	-3	5	-12	17	10	-13	-1	-1	-5
Cc1cc(NC(=O)CCC(=O)N(c2ccccc2)C(C)C(=O)NC2CCCC2)no1 (stereo not drawn)	-6	8	4	9	1	2	-8	1	8
C/C(=N/Nc1nc(C)cc(-c2ccccc2)n1)c1ccco1	-4	-2	-3	7	21	1	-5	-2	-3
O=C(CN1C(=O)S/C(=C/c2cccs2)C1=O)N1CCCC1	4	-11	0	7	25	-1	12	1	14
Cn1c(Cn2c(=O)sc3ccccc32)nnc1SCC(=O)N1CCCC1	-6	-2	-15	7	-2	-9	-16	1	-12
O=C(CCCN1C(=O)c2cccnc2C1=O)Nc1ccccc1F	-7	-13	-5	14	-1	-2	3	2	5
CC(=O)N1CCc2cc(S(=O)(=O)NCCC(=O)Nc3cc(C)cc(C)c3)ccc21	3	3	12	6	14	-4	-4	2	0
COc1cc(C2Nc3ccccc3C(=O)N2NS(C)(=O)=O)c([N+](=O)[O-])cc1OC (stereo not drawn)	6	25	7	12	8	5	1	-23	36
NC(=O)c1c(NC(=O)c2ccccc2C(=O)O)sc2c1CCCC2	0	-8	5	1	14	1	4	1	6
COc1ccc(S(=O)(=O)N2CCN(C(C)C(=O)Nc3ccc(C(C)C)cc3)CC2)cc1 (stereo not drawn)	-2	10	0	0	26	-2	-8	0	21
O=C(CNS(=O)(=O)c1ccc2c(c1)OCCCO2)N1CCN(Cc2ccccc2)CC1	-6	-7	1	8	7	9	-9	0	7
c1cnc(N2CCN(c3ccc4ccccc4n3)CC2)nc1	-20	12	11	-306	22	18	35	0	-12
COC(=O)c1ccc(C(=O)NC(=S)Nc2nc3c(s2)CC(C)CC3)cc1 (stereo not drawn)	-7	15	-3	21	6	-7	-6	0	1
CCOC(=O)C1=C(COC(=O)Cc2ccccc2F)NC(=O)NC1C (stereo not drawn)	-5	3	-4	4	14	16	1	0	-2
COc1ccc(/C=C/C(=O)NC2CCCCCC2)cc1S(=O)(=O)N1CCOCC1	-12	-3	-13	7	10	-23	-10	1	-7
CCC(CC)COC(=O)C1=C(C)NC(=O)NC1c1cccc([N+](=O)[O-])c1 (stereo not drawn)	9	19	-4	8	7	2	5	2	-2
Cc1cc(C)c(S(=O)(=O)N2CCCC(C(=O)N3CCOCC3)C2)c(C)c1 (stereo not drawn)	-4	0	5	-13	9	4	-7	-1	11

Two records picked at random from the list so far:
SMILES	HKDC1 inh	Apaf1 inhib	SENP7 inh	SENP8 block-1	NALP3 yeast inh	SENP8 block-2	SENP6 inh	SENP1 FRET inh	PfGluPho inh
CCC(CC)COC(=O)C1=C(C)NC(=O)NC1c1cccc([N+](=O)[O-])c1 (stereo not drawn)	9	19	-4	8	7	2	5	2	-2
Cc1ccc(N2C(=O)C3C4C=CC(CC4)C3C2=O)c([N+](=O)[O-])c1 (stereo not drawn)	-2	6	-3	15	11	0	-3	2	-4

The listing continues:
SMILES	HKDC1 inh	Apaf1 inhib	SENP7 inh	SENP8 block-1	NALP3 yeast inh	SENP8 block-2	SENP6 inh	SENP1 FRET inh	PfGluPho inh
Cc1cccc(N2CCN(C(c3ccc(N(C)C)cc3)c3nnnn3C(C)(C)C)CC2)c1C (stereo not drawn)	4	17	-1	31	10	4	-12	1	10
O=C(N/N=C/c1ccc(N2CCOCC2)o1)c1cccc(F)c1	-1	0	-4	6	-1	-3	13	2	39
COc1ccc(C(=O)CCS(=O)(=O)c2ccc(C)cc2)cc1OC	4	4	-4	-9	12	-2	-11	1	-6
Cc1nc2ncnn2c(N2CCN(c3cccc(C(F)(F)F)c3)CC2)c1C	11	20	8	7	-19	-7	-1	1	-17
O=C(Nc1c2c(nn1-c1ccccc1)CS(=O)(=O)C2)c1ccccc1Br	-3	-7	-3	7	-3	5	-2	1	-6
O=C1OCc2cc(NC(=O)C3CCCCC3)ccc21	2	-6	-1	-7	-4	-6	-6	-1	6
Cc1ccc(S(=O)(=O)N(C)CC(=O)OCC(=O)NCCc2ccc(S(N)(=O)=O)cc2)cc1	2	-3	-4	10	10	-10	-16	0	11
Cc1ccc(NC(=O)C(C)OC(=O)COc2cccc(C(F)(F)F)c2)cc1 (stereo not drawn)	0	22	-2	4	16	-12	12	5	-10
O=C(C1=NN[C@@H]2C(=O)N(c3ccccc3C(F)(F)F)C(=O)[C@H]12)c1cnccn1	-4	-17	1	-4	7	3	-10	0	-12
COc1cccc(/C=C2\N=C(c3c(-c4ccccc4)noc3C)OC2=O)c1	24	-17	-2	-24	-5	2	-7	2	-9
CCOC(=O)N1CCN(C(=O)c2ccc3c(=O)n(CCOC)c(=O)[nH]c3c2)CC1	-2	15	-8	-10	-11	-8	-11	0	-1
C/C(=C\C(=O)c1ccc(Br)cc1)NNC(=O)c1ccccc1	-5	3	-5	28	18	5	8	3	-14
CCc1ccc(OCC(=O)NC(=S)Nc2ccc(Br)c(C)n2)cc1	6	5	10	10	8	1	5	1	-11
Cc1ccc(-c2cc(C(=O)Nc3cc(C)on3)c3ccccc3n2)c(C)c1	-3	23	-3	-47	26	-1	4	1	10
COCc1cc(C)n(CC(=O)N/N=C/c2ccc(-c3ccc(Cl)c(C(=O)O)c3)o2)c(=O)c1C#N	-7	8	-7	-251	-4	-12	-20	-19	13
O=C(Nc1nc2ccccc2n1CCN1CCOCC1)c1ccc(Cn2cc([N+](=O)[O-])cn2)o1	-4	1	12	-42	7	-6	-19	1	-2
CC(C)[C@H](NS(=O)(=O)c1cccc(Cl)c1)C(=O)OCC(=O)N1CCN(c2ccccc2)CC1	7	14	0	15	4	-7	-7	2	6
Cc1ccc(NC(=S)N(Cc2ccco2)C(C)c2cccs2)cc1 (stereo not drawn)	-7	4	-1	16	3	-7	-13	2	16
CN1CCN(C(=S)c2cn(Cc3ccccc3)c3ccccc23)CC1	-6	11	-6	17	-20	-8	-17	1	6
O=C(CN1CCN(Cc2ccccc2)CC1)N/N=C/c1ccccc1F	-4	-23	-4	15	10	-2	-12	-1	8
Cc1ccc(N/N=C2\CCS(=O)(=O)c3sccc32)cc1	-1	19	-6	-5	35	-11	-6	-1	27
CC(C)CCNc1nc2c(c(=O)n(Cc3cccc(F)c3)c(=O)n2C)n1C	0	23	0	19	2	-10	4	0	25
CC(=O)N1CCN(c2ccc(NC(=O)c3ccccc3)cc2)CC1	-3	-1	-1	15	10	9	26	4	-3
O=[N+]([O-])c1ccc(O)c(/C=N/Nc2ncnc3c2cnn3-c2ccccc2)c1	-26	11	93*	14	9	93*	90*	-54	-16
CCOC(=O)C[C@H]1c2ccccc2S(=O)(=O)N1C1CC1	-5	-3	-6	13	-4	2	-12	0	18
Cc1cc(SCC(=O)Nc2ccccc2)nc(C)n1	4	-5	6	8	9	1	19	1	2
O=C(Nc1cccc(NC(=O)C2CCCO2)c1)C1CCCO1 (stereo not drawn)	2	-2	0	1	12	4	-13	-1	-15
COc1ccc(OCCSc2nc3ccccc3c(=O)[nH]2)cc1	6	-34	-9	-1	-4	-20	3	3	5
O=C(c1ccc2c(=O)n(Cc3ccccc3)c(=S)[nH]c2c1)N1CCOCC1	-5	10	5	20	17	-1	-27	2	-8
NS(=O)(=O)c1ccc(CCNC(=O)CCNS(=O)(=O)c2ccccc2C(F)(F)F)cc1	-7	-5	3	-1	12	3	-4	1	-1
COc1ccc(-c2noc(CSc3nnc(-c4ccncc4)n3-c3ccc(F)cc3)n2)cc1OC	-4	7	-8	4	-11	0	-23	1	-7
CCOC(=O)CN(C(=O)COc1nc(C)cc(C)c1C#N)c1cccc(Cl)c1	-4	-4	5	20	3	0	1	3	-15
Cc1ccc(OCC(=O)N/N=C\c2ccc(O)cc2)c([N+](=O)[O-])c1	12	0	-2	16	1	-8	3	1	5
